Imprint erasure = induces erasure of genomic imprints in mouse ES cells. mouse ES Peg3-LacZ reporter, beta-gal luminescence, 40 h. Potency, µM (titrated, usually from 60.7 µM), inactives show at the highest dose activity change, positive = activation, usual class: activators. 110,000 compounds, 0.02% hits;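 further: 0% = negative control wells on the plate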
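Each well holds 300 Peg3LacZ-Neo (maternal) female ES cells incubated 40 h at 37C, 5% CO2. LacZ is measured by BetaGlo luminescence, with AC50 and maximum efficacy derived from dose-response curves.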
IkB signaling = suppresses IkB signaling in ABC-DLBCL reporter cells. ABC-DLBCL IkBa-CBG/CBR dual luciferase ratio, 4 h; response scale: scaled: untreated 0%, proteasome inhibitor 100%. Potency, µM (doses to about 57.1 µM), for inactives: at the top dose IkBa stabilization activation. 110,000 compounds, 0.04% hits. AID 445; active means well fitted curve in the direction sought with a large enough effect in the signal ratio, not every such curve was filed as active; inconclusive means small, poorly fitted or top-dose-only effect, or a change in a side signal; the % refers to the signal ratio;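 further: the direction sought is a rising ratio; 0% = basal untreated cells and 100% = reference inhibitor full response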
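In this assay, an IκBα–CBG68 fusion accumulates when IKK-driven degradation is blocked; native CBR normalizes for cell number. OCI-Ly3 cells were treated 4 h with compound and doxycycline, then green and red light read after Chroma-Glo addition.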
p53ts 39C tox = cytotoxicity in p53ts cells at nonpermissive temperature; AID 902; Potency, µM (doses to about 46.1 µM), without a hit: at the top dose activity change, negative = cell killing, usual class: cytotoxic; H1299-p53A138V viability at 39C, ATP luminescence, 24 h; 130,000 compounds, 1.5% hits; further: nearly all actives have a fitted effect of over 55% in size
p53ts 32C tox = p53ts cell cytotoxicity, permissive temperature | AID 924 | H1299-p53A138V at 32C, ATP luminescence viability, 24 h | Potency, µM (top dose mostly 46.1 µM), for inactives: at the highest dose activity change, negative = cytotoxicity, actives largely listed as cytotoxic | 130,000 compounds, 0.93% hits;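 further: 0% = DMSO and -100% = full killing by reference compound; nearly all actives have a fitted effect of over 55% in size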
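Cells: H1299 p53ts (A138V), 600/well, pre-incubated 16–30 h at 37C. Cpd up to 46 uM, 24 h, 32C. Readout: ATPlite luminescence, 20 min RT. Normalization: DMSO vs tamoxifen 100 uM. AC50 by Hill equation.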
* hit, by the source's call; ? = inconclusive; · = no result given; [ ] = remark or other dose. Unless noted, the call rests on the fitted dose curve; in most records, active means well fitted curve in the direction sought with a large enough effect; inconclusive means small, poorly fitted or top-dose-only effect, or another doubt; inactive means no such curve, though single readings can be large; an effect the other way counts as inactive or inconclusive. Unless noted, on the % scale 0 is the no-effect control and ±100 the full control effect; potency means the concentration at half of the fitted maximal effect. An unsorted share of the library; any-hit rate near 1.8%.

Order of results: p53ts 32C tox | p53ts 39C tox | Imprint erasure | IkB signaling
#1 CCOc1ccc(C(=O)Nc2ccc(S(=O)(=O)N3CCCCC3c3cccnc3)cc2)cc1 (stereo not drawn)
    -5% | -22% | -4%[10.9 µM] | ?
#2 COc1ccc(O[C@H]2C=C[C@@H](c3ccccc3)O[C@H]2COC(=O)CC/C(C)=N\OC[C@@H](C)[C@H](OCc2ccccc2)C(C)C)cc1
    1%[9.22 µM] | -5%[9.22 µM] | · | ·
#3 O=C(COC(=O)c1cccnc1)Nc1cccc(Cl)c1
    -9% | -4% | · | 1.7%
#4 CCC(C)NC(=O)CS(=O)(=O)Cc1nc(-c2cccc(OC)c2)oc1C (stereo not drawn)
    -1% | 7% | -51%[inhibitor] | -4.2%
#5 Clc1ccc(Nc2ncnc3c2cnn3-c2ccccc2)cc1
    ? | ? | -44%[inhibitor] | ?
#6 Cn1c(=O)n(Cc2ccccc2)c(=O)c2c1nc1n2CCCN1C1CCCCC1
    -2% | -13% | 7% | 1.6%
#7 Cc1ccc(-n2ncc3c(N4CCN(Cc5ccccc5)CC4)ncnc32)cc1C
    20µM* | 32µM* | -13%[10.9 µM] | ?
#8 CCCCN(CC)CCCNC(=O)c1sc2nc(C)cc(C)c2c1-n1cccc1
    5% | ? | 16%[10.9 µM] | 0.1%
#9 Cc1ccccc1NC(=O)Cn1nnc(C(=O)NCc2ccco2)c1N
    12% | -16% | 5%[10.9 µM] | -2.3%
#10 COc1ccc(S(=O)(=O)N2CCN(c3c(C)cccc3C)CC2)cc1OC
    2% | 1% | -7% | 6.6%
#11 CCOC(=O)c1ccc(N=C2NC(=O)CS2)cc1
    -2% | 1% | -14% | -2.4%
#12 CC1=C(C(=O)N2CCN(C(=O)c3ccco3)CC2)C2(CCC(C)CC2)OC1=O (stereo not drawn)
    -1% | 4% | -12% | -1.9%
#13 COc1ccc2c(C)cc(SCC(=O)N3CCOCC3)nc2c1
    -2% | 6% | -9% | -0.2%
#14 CC(C)c1ccc(NC(=O)C2CCCN2S(=O)(=O)c2ccc3nc(-c4ccccc4)[nH]c3c2)cc1 (stereo not drawn)
    16% | -14% | -13%[10.9 µM] | 2.1%
#15 Cn1cccc1Cc1nnc(SCC(=O)NCc2ccco2)n1-c1ccc(F)cc1
    -4% | -14% | -3% | -1.2%
#16 COCCNC(=O)CCSCc1ccccc1F
    -3% | -9% | -10% | -1.9%
#17 CCCCN1CCc2c([nH]c3c(C)cccc23)C1=O
    -8% | 5% | -30% | 3.7%
#18 Cc1ccc(S(=O)(=O)c2nnn3c2nc(NCc2cccs2)c2sccc23)cc1C
    12% | -4% | 17%[10.9 µM] | ?
#19 CCCCNC(=O)c1c(C)oc2ncn(CC(C)C)c(=O)c12
    8% | -3% | -1%[10.9 µM] | -0.5%
#20 O=C(NCCc1ccccc1)c1ccc2c(c1)N(Cc1ccc(F)cc1)C(=O)CS2
    19% | -5% | -20%[10.9 µM] | ?
#21 CC1CCN(C(=O)Cc2nn(C)c(=O)c3ccccc23)CC1
    -3% | -5% | -15% | 0.6%
#22 Cc1ccc(NC(=O)Cn2c(=O)n(CCc3ccccc3)c(=O)c3c4c(sc32)CCCC4)c(C)c1
    9% | 1% | -2%[10.9 µM] | ?
#23 Cc1cc(C)cc(-n2ccnc2SCC(=O)Nc2nnc(C)s2)c1
    -5% | -11% | -7%[10.9 µM] | -1.3%
#24 COc1cccc(C(=O)NC(=NCCc2c[nH]c3ccc(OC)cc23)Nc2nc(C)cc(C)n2)c1
    3% | 14% | -25%[10.9 µM] | ?
#25 COC(=O)c1ccccc1NC(=O)c1cc2nc(-c3ccccc3)cc(-c3ccccc3)n2n1
    -3% | 10% | -6%[10.9 µM] | 2.0%
#26 Cc1onc(-c2ccccc2Cl)c1C(=O)NCc1nc(-c2ccccc2)no1
    13% | 23% | -20% | 10%
#27 CC1=CC(C)(C)NC(=S)N1c1ccc(C)cc1
    2% | -1% | · | ·
#28 Cc1cccc(C)c1-n1ncc(C(=O)O)c1C1CCN(C(=O)OC(C)(C)C)CC1
    -8% | -26% | -4%[10.9 µM] | ?
#29 CCC(C)c1ccccc1NC(=O)c1cccnc1 (stereo not drawn)
    5% | 19% | -13% | 2.5%
#30 O=c1oc2c3c(ccc2c2ccccc12)OCN(Cc1cccc(Cl)c1)C3
    17% | -16% | 15%[10.9 µM] | 2.3%
#31 COc1ccc(C(C)C)cc1S(=O)(=O)NCc1ccccn1
    2% | 5% | -2% | -0.5%
#32 COc1ccc(C(=O)c2cnc(C(C)C)n2C)cc1
    -6% | -8% | -13% | -4.6%
#33 CCOC(=O)N1CCC(NC(=O)CN2C(=O)CSc3nc(C)cc(C)c32)CC1
    6% | 12% | -7% | 0.2%
#34 Cc1ccc2[nH]c3c(=O)n(CC(=O)Nc4ccc(Br)cc4C)ncc3c2c1
    0% | 9% | 5%[10.9 µM] | 2.2%
#35 CCOc1ccc(N2CC(NC(=O)c3ccc(S(=O)(=O)N4CCOCC4)cc3)CC2=O)cc1 (stereo not drawn)
    -8% | -25% | -16%[10.9 µM] | -2.1%
#36 CSc1ccc(C2c3c(oc4cc(C)cc(C)c4c3=O)C(=O)N2CCO)cc1 (stereo not drawn)
    8% | -11% | 1%[10.9 µM] | ?
#37 CCOc1ccccc1NC1c2ccccc2C(=O)N1c1cccnc1 (stereo not drawn)
    1% | -4% | -3% | 0.4%
#38 COc1ccc2oc(=O)c(C(=O)NCCc3c(C)[nH]c4c(C)cccc34)cc2c1
    -7% | 14% | 1%[10.9 µM] | ?
#39 Cc1[nH]c2ccccc2c1C1(O)C(=O)N(Cc2ccccc2)c2ccc(Cl)cc21 (stereo not drawn)
    15% | ? | -11%[10.9 µM] | ?
#40 Cc1ccc(C2Nc3ccccc3-n3c(-c4ccccc4)c4c(=O)n(C)c(=O)n(C)c4c32)o1 (stereo not drawn)
    -1% | 12% | -9%[10.9 µM] | -0.8%
#41 CC(NC(=O)c1ccncc1)C(c1cccs1)N1CCOCC1 (stereo not drawn)
    -1% | 13% | 3% | -0.8%
#42 Cc1cc(C(=O)Nc2cccc(C(=O)O)c2)oc1C
    ? | ? | -90%[inhibitor] | ?
#43 CCC(C)NC(=O)Cn1c(=O)n(-c2ccc(Cl)c(Cl)c2)c(=O)c2c(C)c(C(=O)N(CC)CC)sc21 (stereo not drawn)
    3% | 32%[activator] | -10%[10.9 µM] | 1.7%
#44 Cc1ccc(Cl)cc1NC(=O)Cn1c(=O)cc(C)c2c(C)nn(C)c21
    -4% | -11% | -16%[10.9 µM] | 6.0%
#45 Cc1csc2nc(COc3ccccc3NC(=O)c3ccccc3Cl)cc(=O)n12
    -2% | -24% | -1%[10.9 µM] | -0.4%
#46 Cc1cccc(S(=O)(=O)C(C#N)c2nc3ccccc3nc2N2CC(C)OC(C)C2)c1 (stereo not drawn)
    -16% | -6% | 5% | 3.3%
#47 O=C(CCCn1c(=O)c2cccn2c2ccc(F)cc21)NCc1ccc(Cl)cc1
    -1% | -13% | -8%[10.9 µM] | 0.4%
#48 CO[C@@H]1/C=C\CC(=O)N2CCC[C@@H]2C(=O)OC[C@@H](C)C(=O)OC[C@H]1C
    8%[9.22 µM] | 10%[9.22 µM] | · | ·
#49 COCCn1c(SCC(=O)N(C(C)C)C(C)C)nnc1-c1cc2ccccc2cc1O
    4% | 5% | -17% | 0.4%
#50 COc1cccc(-n2c(SCC(=O)N3CCCC3)nc3c([nH]c4ccccc43)c2=O)c1
    9% | -10% | 2% | 0.7%
#51 Cc1ccc2cc(CN(Cc3ccco3)S(=O)(=O)c3c(C)ccc4nsnc34)c(=O)[nH]c2c1
    8% | 10% | -5% | 1.0%
#52 Cc1nc(N2CCOCC2)c2c(C(=O)N3CCN(c4cccc(C)c4C)CC3)c(C)oc2n1
    -3% | 16% | -7%[10.9 µM] | ?
#53 CCOc1ccc(NC(=O)CN(Cc2ccccc2)S(=O)(=O)c2ccc(Cl)cc2)cc1
    -10% | -8% | -13%[10.9 µM] | 4.9%
#54 CCOc1ccc(OCC)c(NC(=O)CN(C)S(=O)(=O)c2cnc[nH]2)c1
    3% | -10% | -10% | -2.1%
#55 CCN1CCN(c2cc(C)c3cc(NC(=O)c4cccc(C(F)(F)F)c4)ccc3n2)CC1
    -2% | -19% | -7%[10.9 µM] | ?
#56 CSc1nc2nc3c(c(=O)n2[nH]1)CN(Cc1ccccc1)CC3
    -2% | -13% | -1% | 0.7%
#57 COc1ccccc1-c1noc(-c2ccc(N3CCN(C)CC3)c([N+](=O)[O-])c2)n1
    -8% | -31% | 15%[10.9 µM] | 2.0%
#58 COc1ccc(CCNC(=O)C2CCN(C(=O)NC3CCCCC3)CC2)cc1
    9% | 28% | · | ·
#59 CC(C)CNC(=O)c1cc(-c2ccc(Br)cc2)on1
    -9% | -13% | -19% | 3.9%
#60 CC(=O)Nc1nc(COc2ccccc2)cs1
    -20% | -3% | -27% | ?

Next section
Order of results: p53ts 32C tox | p53ts 39C tox | Imprint erasure | IkB signaling
#61 O=c1cc[nH]c2cccc(Cc3ccccc3)c12
    -9% | -25% | -14% | ?
#62 O=C(Cc1c(O)c2ccccc2[nH]c1=O)OC1CCCCC1
    22% | 1% | -10% | 0.7%
#63 CCOC(=O)c1c(NC(C)=O)c2c3c(sc2n1Cc1cc(C)ccc1C)CCCC3
    20% | 19% | -10%[10.9 µM] | 1.0%
#64 Cc1nc2nc(-c3cccs3)cn2nc1C
    ? | ? | -91%[inhibitor] | 3.3%
#65 COc1cccc(C(=O)NC2(C(F)(F)F)C(=O)Nc3c2c(=O)[nH]c(=O)n3-c2ccc(C)cc2)c1 (stereo not drawn)
    -3% | 25% | -3%[10.9 µM] | -1.8%
#66 CCCOc1cccc(C(=O)Nc2cc(-c3nc4ccccc4[nH]3)ccc2C)c1
    ? | -16% | 21%[10.9 µM] | 15%
#67 CCCCn1c(=S)[nH]c2ncccc2c1=O
    -3% | 0% | 8% | -0.2%
#68 CCOc1ccccc1NS(=O)(=O)c1c(C)noc1C
    -8% | -7% | 22% | 1.8%
#69 COc1cccc(C(=O)OCn2nnc3ccccc3c2=O)c1OC
    15% | 19% | -23% | 0.5%
#70 Cn1c(=O)oc2cc(S(=O)(=O)NC(Cc3ccccc3)C(=O)NCc3ccc(F)cc3)ccc21 (stereo not drawn)
    6% | 10% | -10%[10.9 µM] | -0.7%
#71 CCn1c(O)c(C=NCCN2CCOCC2)sc1=S
    -3% | 1% | -21% | -0.9%
#72 Cc1ccc(CNc2ncccc2-c2nc(-c3ccc(Cl)cc3)no2)cc1
    5% | -1% | 4%[10.9 µM] | 0.0%
#73 COc1ccccc1C(=O)Nc1c(C(=O)N(CCN(C)C)Cc2ccco2)oc2ccccc12
    19% | 20µM* | -10%[10.9 µM] | ?
#74 COc1cccc(CNC(=O)C2CCCN(c3nnc(-n4c(C)ccc4C)s3)C2)c1OC (stereo not drawn)
    -3% | -15% | 10%[10.9 µM] | 3.5%
#75 CC(C)(C)c1cc(NC(=O)COC(=O)C2CC2)n(-c2ccccc2)n1
    -15% | -9% | -7% | -3.4%
#76 Cc1ccc(S(=O)(=O)n2cnc3ccccc32)cc1
    -1% | 16% | · | ·
#77 CNC(=O)c1c(NC(=O)c2ccc(S(=O)(=O)N3CCC(C)CC3)cc2)sc2c1CCC2
    7% | -4% | -15%[10.9 µM] | 1.0%
#78 COCCN1C(=O)c2ccccc2C(C(=O)NCc2ccco2)C1c1c[nH]c2ccccc12 (stereo not drawn)
    -8% | -11% | -12% | 0.1%
#79 Cc1nc(SCC(O)CCl)c([N+](=O)[O-])[nH]1 (stereo not drawn)
    10% | 6% | · | ·
#80 Cc1ccc(C)c(-c2ccc(=O)n(C(C)C(=O)Nc3ccccc3C(F)(F)F)n2)c1 (stereo not drawn)
    8% | -18% | -4%[10.9 µM] | ?
#81 Cn1c(=O)c2c(-c3ccc(Br)cc3)n(Cc3ccc(F)cc3)cc2n(C)c1=O
    15% | -11% | -13%[10.9 µM] | 1.8%

From PubChem BioAssay
